# Bioassay records from PubChem BioAssay.
# CCR6 antagonist – CCR6 receptor antagonists, primary screen, cell-based, CHO-K1, luminescence, beta-arrestin, uHTS. C-C chemokine receptor type 6 (Homo sapiens), P51684. inhibition, % at 20 µM. 0.49% of 340,000 active. CHO-K1 CCR6 PathHunter beta-arrestin, CCL20-stimulated;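 active means compounds whose inhibition of the agonist-driven luminescence signal at 20 µM reaches about 50%, limit read from the data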;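 further: cells stimulated with CCL20 at 14 nM final; plate controls were DMSO with CCL20 for no effect and DMSO without agonist for full effect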
# Gli-Sufu block – Gli-Sufu pathway antagonists, primary screen, luciferase luminescence, Sufu-KO-LIGHT cells, uHTS | Sufu-KO-LIGHT fibroblasts, Gli luciferase reporter luminescence | inhibition, % at 5 µM | 0.74% of 340,000 active;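 active means inhibition above about 55%, limit read from the data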;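 further: 0% = DMSO-treated cells and 100% = wells with medium but no cells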
# A3A deaminase – APOBEC3A ssDNA deaminase inhibitors, primary screen, selectivity assay for APOBEC3G inhibitor project, biochemical, FAM/TAMRA oligo cleavage fluorescence; 0.41% of 330,000 active; inhibition, % at 20 µM; AID 493011, 2011; DNA dC->dU-editing enzyme APOBEC-3A (Homo sapiens), P31941; recombinant A3A, FAM/TAMRA ssDNA deamination fluorescence;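 active means at least 40% inhibition at 20 µM here, with at most 30% in a related deaminase screen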;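 further: plate controls were A3A with DMSO for no effect and wells lacking A3A enzyme for full effect; some results filed as inactive read as strong as hits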
# EBI2 antag – EBI2 receptor antagonists, beta-arrestin recruitment, primary screen, cell-based, luminescence, 7a,25-OHC stimulation, uHTS; G-protein coupled receptor 183 (Homo sapiens), P32249; 7a,25-OHC stimulated; inhibition, % at 5 µM; 0.81% of 360,000 active; in the data active means inhibition above about 38%;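 further: enzyme fragment complementation signal reports receptor beta-arrestin coupling in cells; 0% = agonist plus DMSO wells and 100% = wells without agonist; some results beyond the cut were filed as inactive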
# Target sequence (P32249 whole entry, looked up, the tested form may be a part): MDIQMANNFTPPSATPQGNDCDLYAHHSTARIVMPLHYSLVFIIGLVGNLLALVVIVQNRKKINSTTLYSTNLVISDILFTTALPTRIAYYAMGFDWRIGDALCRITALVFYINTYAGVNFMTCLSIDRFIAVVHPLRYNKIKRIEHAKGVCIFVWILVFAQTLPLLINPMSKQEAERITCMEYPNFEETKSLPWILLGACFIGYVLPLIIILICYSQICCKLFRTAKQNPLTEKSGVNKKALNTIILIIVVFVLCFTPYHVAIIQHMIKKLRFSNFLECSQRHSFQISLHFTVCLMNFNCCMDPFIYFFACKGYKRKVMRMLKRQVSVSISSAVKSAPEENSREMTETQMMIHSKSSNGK
# CXCR6 block – CXCR6 receptor inhibitors, primary screen, cell-based, beta-arrestin, luminescence, CHO-K1 PathHunter, 1536-well | inhibition, % at 20 µM | 0.36% of 360,000 active | AID 602244, 2012; in the data active means inhibition above about 34%, passing the limit was not always enough;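 further: antagonist mode with CXCL16 agonist at 10 nM final; 0% = 10 nM CXCL16 with DMSO and 100% = unstimulated wells without agonist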
# Target sequence (O00574 whole entry, looked up): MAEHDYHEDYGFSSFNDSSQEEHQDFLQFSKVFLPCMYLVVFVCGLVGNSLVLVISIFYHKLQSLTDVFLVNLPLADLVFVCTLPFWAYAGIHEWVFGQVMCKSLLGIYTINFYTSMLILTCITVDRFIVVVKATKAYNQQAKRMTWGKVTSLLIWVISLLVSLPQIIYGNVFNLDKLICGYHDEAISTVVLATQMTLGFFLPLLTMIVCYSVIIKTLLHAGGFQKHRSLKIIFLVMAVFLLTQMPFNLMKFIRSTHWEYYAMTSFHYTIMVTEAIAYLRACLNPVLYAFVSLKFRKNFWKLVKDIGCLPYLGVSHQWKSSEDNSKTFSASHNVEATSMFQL
# MPTP block – mitochondrial permeability transition pore inhibitors, primary screen, biochemical, isolated mouse mitochondria, absorbance; inhibition, % at 10 µM; Ca2+ swelling absorbance, 30 min; 1.4% of 360,000 active; AID 602449, 2012;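 active means inhibition of 50% or more, scaled per plate between neutral and stimulator controls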;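 further: 0% = DMSO wells given calcium and 100% = 1 mM EGTA wells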
# GRIN3A LBD mod – binders of NR3A ligand-binding domain, primary screen, biophysical, differential scanning fluorimetry, uHTS; Glutamate receptor ionotropic, NMDA 3A (GRIN3A) ligand-binding domain; NR3A LBD differential scanning fluorimetry, Tm shift; 0% = protein alone, 100% = glycine-bound protein; Tm shift relative to glycine control, % at 25 µM; 2.5% of 340,000 active; AID 1259313, 2017;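 active means melting temperature shift of at least 10% of the positive control shift, at one fixed dose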
# APOBEC3G inh – APOBEC3G DNA deaminase inhibitors, primary screen, biochemical, fluorescence, single-stranded DNA substrate, uHTS | AID 493012, 2011 | DNA dC->dU-editing enzyme APOBEC-3G (Homo sapiens), Q9HC16 | recombinant A3G, ssDNA deamination FAM/TAMRA fluorescence | 0.28% of 330,000 active | inhibition, % at 20 µM;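 active means inhibition of at least 40% at 20 µM, with no more than 30% in the related APOBEC3A deaminase screen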;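 further: plate controls were DMSO wells with A3G for no effect and wells lacking A3G enzyme for full effect; some compounds called inactive have numbers as strong as hits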
# Target sequence (Q9HC16 whole entry, looked up): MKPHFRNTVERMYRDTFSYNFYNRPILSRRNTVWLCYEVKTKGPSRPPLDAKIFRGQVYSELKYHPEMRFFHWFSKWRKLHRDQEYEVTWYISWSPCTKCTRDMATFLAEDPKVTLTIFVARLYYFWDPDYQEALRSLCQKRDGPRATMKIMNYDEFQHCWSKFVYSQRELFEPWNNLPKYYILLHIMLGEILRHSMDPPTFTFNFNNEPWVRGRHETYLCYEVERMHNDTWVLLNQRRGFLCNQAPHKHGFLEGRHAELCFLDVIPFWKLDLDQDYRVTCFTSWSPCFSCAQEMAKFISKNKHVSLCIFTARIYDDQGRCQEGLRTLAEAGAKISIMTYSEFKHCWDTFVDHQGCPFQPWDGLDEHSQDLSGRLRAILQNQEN
# Starred values were filed as active, the others as inactive; . = not tested or not shown.
# Value order – CCR6 antagonist	Gli-Sufu block	A3A deaminase	EBI2 antag	CXCR6 block	MPTP block	GRIN3A LBD mod	APOBEC3G inh
> CC1=NN(C(=O)c2ccccc2F)C(O)(c2ccc(Cl)cc2)C1 (centres undefined)
→ 37	-17	-8	4	5	0.3	-1	-9
> CCCC(=O)Nc1c2c(nn1-c1ccccc1)CSC2
→ 19	3	-5	1	14	-0.2	-1	-5
> O=C(OCC(=O)N1CCCCCC1)c1ccc(Cl)c(S(=O)(=O)N2CCCC2)c1
→ -1	6	9	9	-2	0.1	-2	1
> CCOc1ccc(CCNC(=O)COC(=O)c2cccc(S(=O)(=O)N3CCCCC3)c2)cc1OCC
→ 6	-6	-1	8	-3	0.8	1	-12
> COc1ccc(CCNc2nc(C)nc3c2nnn3Cc2ccccc2)cc1OC
→ -3	-13	-3	-1	-9	2.4	3	-4
> Nc1nc2n(n1)C(c1cccs1)CC(c1ccc(F)cc1)N2 (centres undefined)
→ 7	3	-1	0	-1	-1.6	1	-2
> CCCn1nc(C(=O)Nc2cc(OCC)c(N3CCOCC3)cc2OCC)c2ccccc2c1=O
→ 13	19	.	26	18	0.7	1	.
> COc1ccc(NC(=O)C2C3CCC(O3)C2C(=O)O)cc1OC (centres undefined)
→ -7	4	-5	-3	-1	0.5	0	2
> Cc1n[nH]c(=O)c2c(NC(=O)COC(=O)/C=C/c3cccc(C(F)(F)F)c3)oc(C)c12
→ 5	-1	-3	4	-11	-0.7	0	-9
> O=C1N/C(=C/c2ccc(Br)cc2)C(O)=C1C=NCc1ccccc1
→ 8	-14	-3	-9	-1	1.5	0	-3
> Cc1c(C(=O)Nc2ccc(C(F)(F)F)cc2)sc2ncn(CC(=O)N3CCN(c4ccccn4)CC3)c(=O)c12
→ 5	18	-2	-10	7	-0.6	23*	-6
> CC(=O)Nc1scc(-c2ccccc2)[n+]1-c1ccc(C)cc1
→ 9	1	0	2	4	-1.8	-2	3
> S=C(c1ccc(-c2ccc(Br)cc2)o1)N1CCCCC1
→ 13	-97	3	19	4	-2.2	3	0
> C/C(=N\N1CCN(Cc2ccc(Cl)cc2)CC1)c1ccc([N+](=O)[O-])cc1
→ 13	1	-2	-7	-8	21	-1	-7
> CCCCn1c(=O)cc(C)n(-c2ccccc2)c1=O
→ 6	-6	-4	-6	-3	0.9	0	-11
> COc1cccc(CN2CCNC(=O)C2CC(=O)NCCOc2cccnc2)c1 (centres undefined)
→ 8	30	-2	-8	-1	1.9	1	-4
> C#Cc1ccc(CN2CCN(CCCc3ccccc3)C(CCO)C2)cc1 (centres undefined)
→ 9	31	-3	4	3	1.2	2	-1
> O=C(OCCOCCN=C1NS(=O)(=O)c2ccccc21)C1CC(=O)N(c2ccccc2)C1 (centres undefined)
→ 6	1	-3	-4	-11	1.1	1	-10
> CC(=O)Nc1ccc(NC(=O)CSc2nccn2Cc2ccco2)cc1
→ 8	-10	1	-22	7	-0.9	1	-3
> Cn1c(=O)cc(SCC(=O)NCCN2CCN(c3ccccc3F)CC2)c2cc(Cl)ccc21
→ 1	8	-1	0	2	2.0	-4	-5
> CN(CC(=O)Nc1ccccc1Cl)C(=O)c1ccccc1Sc1ccccc1C#N
→ 14	-2	2	11	12	0.5	-1	-2
> CCCc1cc(=O)oc2cc(C)c3c(C)coc3c12
→ 6	7	3	18	2	2.0	2	4
> CC(C)[C@H](NC(=O)c1ccccc1)C(=O)OCC(=O)N1CCc2ccccc2C1
→ 3	-2	-1	14	6	-1.7	-2	-6
> O=C(COc1ccccc1)OCC(=O)N1CCCc2ccccc21
→ 6	-10	-1	-2	1	-1.1	2	-6
> CCOc1ccc(S(=O)(=O)N(CC)CC(=O)NC2CC2)cc1
→ 4	5	-4	2	-3	-2.2	0	-6
> Cc1ccc(N(Cc2ccccc2)C(=O)c2ccc(C)c(S(=O)(=O)N3CCOCC3)c2)cc1
→ 21	2	-2	3	6	-0.6	-2	-1
> CSCCC(NC(=O)/C(=C\c1ccc(Cl)cc1)NC(=O)c1ccccc1)C(=O)O (centres undefined)
→ 6	-4	1	-7	-4	-0.3	0	1
> O=C(CCn1cnc2ccccc21)N=Nc1c(O)[nH]c2ccccc12
→ 10	-3	5	-4	-16	0.8	0	-5
> O=C(COc1ccccc1F)NNC(=O)c1ccc(N2CCCCC2)c([N+](=O)[O-])c1
→ 22	-3	-1	-19	4	12	-4	2
> CC(C)CC(=O)NC(=S)Nc1ccc(S(=O)(=O)Nc2nccs2)cc1
→ 10	-10	2	-9	1	0.7	-2	-6
> CCN(CC)S(=O)(=O)c1cccc(NC(=O)COC(=O)CNC(=O)c2cccc(F)c2)c1
→ 10	4	5	-9	-4	2.8	0	-4
> S=C(c1cccs1)N1CCN(c2ccccc2)CC1
→ 13	1	.	6	-4	0.1	-3	.
> O=C(O)C1C2CCC(C2)C1C(=O)NCc1ccco1 (centres undefined)
→ -50	-1	-2	-1	-17	-5.3	0	-5
> O=C(O)c1cccc2c(/C=N/Nc3ccccn3)c[nH]c12
→ -2	5	-1	-3	-3	1.7	-1	-4
> O=C(OCCN1CCN(c2ncc(C(F)(F)F)cc2Cl)CC1)c1ccc(F)cc1
→ 7	-2	-3	-3	-3	-1.3	-2	-3
> COc1ccc(/C=C(\NC(=O)c2ccc([N+](=O)[O-])cc2)C(=O)NCCCN2CCOCC2)cc1
→ 0	20	-3	-10	2	-2.3	-2	-6
> O=C(c1ccccc1)C(CCc1ccccn1)CCc1ccccn1
→ 6	-1	.	1	8	-0.5	2	.
> O=C(CCc1nnc(Cc2ccc3c(c2)OCO3)o1)NCc1nc2ccccc2s1
→ 2	-11	.	1	-2	0.1	-3	.
> CS(=O)(=O)N1CCC(Oc2ccccc2C(=O)N2CCNC(=O)C2)CC1
→ -9	-8	-5	-4	1	-3.4	2	-17
> COc1cccc(CNCc2cc(OC)cc(OC)c2)c1
→ 4	15	-4	-1	-12	-0.2	1	-4
> Cc1ccc(S(=O)(=O)N2CCN(C(=O)c3cccs3)CC2)cc1
→ 7	-3	2	-8	0	-0.2	-2	-3
> NS(=O)(=O)c1cccc(NC(=O)c2cccc(-c3ccc(O)cc3)c2)c1
→ 11	14	-1	-14	1	0.0	3	-5
> O=C(c1ccc(=O)[nH]c1)N(Cc1ccco1)C1(C(=O)NC2CCCC2)CCCCC1
→ 7	10	4	5	-1	-2.9	1	-1
> Cc1ccc(N(CC(=O)NCCc2ccc(Cl)cc2)S(=O)(=O)c2c(C)noc2C)cc1
→ 17	.	-3	15	6	-1.1	-23	-3
> c1ccc2c(c1)N1CCN=C1N2CCN1CCCCC1
→ -37	-10	-3	-12	12	-0.6	0	-8
> Cc1ccc(C(=O)C(C)Oc2ccc3ccc(=O)oc3c2)cc1 (centres undefined)
→ 28	-2	1	11	1	0.5	1	12
> Cc1ccc(NC(=S)N(CCCN2CCCC2)Cc2cccn2Cc2ccc(Cl)cc2)cc1C
→ 25	-10	-9	7	4	6.0	-2	-6
> CCCCNC(=S)Nc1ccc(C(F)(F)F)cc1
→ 10	-7	-9	4	-15	102*	-2	-3
> COCCN(Cc1nc2ccccc2c(=O)[nH]1)C(=O)c1cccc(S(=O)(=O)N2CCCC2)c1
→ 14	1	4	-5	-6	-0.3	2	4
> Cn1c(=O)c(-c2ccccc2)nc2ccccc21
→ 2	-4	-3	-13	4	3.1	0	-3
> COc1ccc(CCC(=O)NC2CCCN(Cc3ccc(Cl)cc3)C2)cc1OC (centres undefined)
→ 12	11	-1	-7	-4	0.9	-2	-3
> O=C(Nc1nccs1)c1ccc(-c2ccccc2Cl)o1
→ 15	-65	1	5	-12	0.5	-8	-4
> Cc1ccccc1C(=O)Nc1nnc(S(=O)(=O)N2CCCCCC2)s1
→ 9	27	0	1	4	2.6	-2	1
> Cc1cc(C(=O)N/N=C\C(Br)=C\c2ccccc2)c(C)o1
→ 7	-16	-1	1	-1	0.7	-15	-7
> COc1ccc(Br)cc1CNC(=O)Cn1nc(C)n2cccc2c1=O
→ 11	3	3	2	2	-2.2	3	-2
> CCOc1ccc2cc(S(=O)(=O)n3ccnc3C)ccc2c1
→ 5	2	-13	-2	5	-1.3	0	-2
> C#CCNC(=O)C1=C[C@H](c2ccc3c(c2)OCO3)C[C@H](OCc2ccc(CO)cc2)O1
→ 10	-5	-3	5	-3	4.8	-2	-5
> CC(C)(C)NC(=O)CSc1nsc(SCC(=O)NC(C)(C)C)c1C#N
→ 8	-7	-3	1	6	8.2	-1	-5
> CCn1c(SCC(=O)Nc2cccc(NC(=O)c3ccco3)c2)nnc1-c1cccs1
→ -9	-1	-1	-8	6	-0.4	4	-4
> CCN(CC)S(=O)(=O)c1ccc(N2CCOCC2)c(NC(=O)CCC2CCCCC2)c1
→ 8	6	-7	18	1	0.4	4	-11

# The listing continues:
# Value order – CCR6 antagonist	Gli-Sufu block	A3A deaminase	EBI2 antag	CXCR6 block	MPTP block	GRIN3A LBD mod	APOBEC3G inh
> O=C1CCCN=C(Nc2ccc(F)c(Cl)c2)S1
→ 1	-6	-3	4	2	-1.6	2	-10
> CC(NC=O)c1nc2ccccc2n1CCc1ccccc1 (centres undefined)
→ 0	-2	-1	-1	-2	-0.5	-1	4
> CSC1=NC2(CC(c3ccccc3)Oc3cc(O)ccc32)CC(C)(C)N1 (centres undefined)
→ 14	5	3	2	12	3.5	11*	-3
> NC(=O)CCC(NC(=O)c1ccc(Cl)cc1)C(=O)O (centres undefined)
→ -11	0	-4	0	-8	-0.7	-1	-16
> Nc1c(C(=O)NC2CCCC2)c2nc3ccccc3nc2n1N
→ -12	-2	-3	3	1	-3.2	-20	-2
> COc1ccc(N2CC(C(=O)OCC(=O)NCc3ccccc3)CC2=O)cc1 (centres undefined)
→ 9	-6	2	-8	-4	1.2	-1	-2
> CCCN(Cc1ccccc1)C(=S)Nc1ccc(OC(F)F)cc1
→ 5	-6	-4	13	3	0.9	1	-11
> CSc1cccc(NC(=O)C(=O)NCc2ccccc2)c1
→ 7	-7	3	-3	8	1.3	-1	0
> O=C(CCNC(=O)Cn1ccc2ccccc2c1=O)NCCCN1CCOCC1
→ -1	10	8	-12	-6	1.4	-2	4
> Cn1cc(C(N)=O)c2ccccc21
→ 1	-2	1	-6	4	0.5	0	-4
> Cc1oc2cc3oc(=O)c(CCC(=O)NCCCN4CCOCC4)c(C)c3cc2c1C
→ -10	-2	0	-5	-1	3.7	0	-2
> CN=C1S/C(=C\c2c(OC)cc(OC)cc2OC)C(=O)N1C
→ 4	13	8	-2	3	-0.9	-4	2
> COc1cccc(C2CC(c3ccccc3Cl)Nc3nc(N)nn32)c1 (centres undefined)
→ 12	21	-4	-5	3	-2.0	0	-10
> CSc1nc(Cl)cc(N(CCO)CCO)n1
→ -4	0	-4	-4	-1	3.0	-2	-6
> CN1CCN(C(=O)Nc2cccc3ccccc23)CC1
→ -19	2	-1	-9	-1	0.5	2	-5
> COc1ccc(NC(=O)CSc2ccc(F)cc2)cc1S(=O)(=O)N1CCCCC1
→ 2	1	-2	5	1	2.1	-6	-2
> Cc1cc(=O)oc2cc(OCC(=O)N3c4ccccc4NC(=O)C3(C)C)ccc12
→ 9	0	12	9	1	-1.9	1	11
> COc1cc(NC(=O)C(=O)N2CCN(C)CC2)c(OC)cc1Cl
→ 2	2	-4	-4	-6	0.0	-4	-10
> CCOC(=O)C(NC(=O)c1ccccc1)(OCc1ccc(F)cc1)C(F)(F)F (centres undefined)
→ 9	-4	0	0	1	2.6	-2	-11

# Rows were taken by chance; about 5.8% have a hit in one of these screens.
